Assay outcomes: PubChem, NCI
All columns: NCI-60 one-dose screen, growth in % after 48 h at 10 µM unless noted; 100 = growth as untreated, 0 = no growth, -100 = all killed.
HCT-116 – HCT-116 colon cancer | AID 1794798 | hit rate 7.3% among 82,000
SNB-75 – SNB-75 CNS cancer; hit rate 5% among 79,000; AID 1794750
SW-620 – SW-620 colon cancer; hit rate 5.2% among 82,000
COLO 205 – COLO 205 colon cancer; hit rate 7.3% among 79,000
HT29 – HT29 colon cancer | AID 1794748 | hit rate 7.4% among 81,000
KM12 – KM12 colon cancer cells. hit rate 5% among 82,000
SNB-19 – SNB-19 CNS cancer cells. hit rate 2.5% among 81,000
HCT-15 – HCT-15 colon cancer; AID 1794746; hit rate 5.2% among 82,000
HCC-2998 – HCC-2998 colon cancer | hit rate 4.7% among 79,000 | AID 1794799
The depositor's hits bear a star; / = no result given; & = joins results of further samples. The calls were made as follows: active = growth percent below 10; inactive = the rest.

Short forms: A = HCT-116; B = SNB-75; C = SW-620; D = COLO 205; E = HT29; F = KM12; G = SNB-19; H = HCT-15; I = HCC-2998
CCCCCCCCCN1C(=O)/C(=c2\sc3n(c2=O)NC2C(N=3)N(CC)C(=O)N2CC)c2ccccc21 (centres undefined)
  A = 69; B = 69; C = 93; D = 106; E = 96; F = 91; G = 93; H = 80; I = 102

CC(C)OC(=O)c1nc(-c2cccc(Cl)c2)nc2ccccc12
  A = 106; B = 75; C = 104; D = 107; E = 101; F = 100; G = 100; H = 99; I = 119

COc1ccc(/C=C2\C(=O)N=C3N2NC(c2cc(Br)ccc2O)C=C(C)N3c2ccccc2)cc1 (centres undefined)
  A = 98; B = 99; C = 104; D = 115; E = 106; F = 102; G = 94; H = 103; I = 87

NC(N)=NS(=O)(=O)c1ccc(Nc2ccc3nnc(-c4ccncc4)n3n2)cc1
  A = 100; B = 90; C = 98; D = 111; E = 104; F = 100; G = 94; H = 100; I = 99

O=C1C2C3C=CC(O3)C2C(=O)N1Nc1ccccc1 (centres undefined)
  A = 106; B = 93; C = 108; D = 124; E = 112; F = 115; G = 111; H = 104; I = 102

CN1CCN(c2ccc(C(=O)/C=C/c3cc(F)cc(C(F)(F)F)c3)cc2)CC1
  A = 23; B = 60; C = 20; D = 100; E = 16; F = 35; G = 82; H = 27; I = 87

Nc1nc(Cl)cc(NCCCCNc2cc(Cl)nc(N)n2)n1
  A = 102; B = 108; C = 112; D = 105; E = 109; F = 113; G = 101; H = 114; I = 103

O=C1Nc2ccccc2/C1=N/N=C/c1cccs1
  A = 96; B = 84; C = 65; D = /; E = 74; F = 81; G = 94; H = 60; I = 93

COc1ccc(-c2cc(-c3ccc(C)cc3)nc(NC(=O)c3ccncc3)n2)cc1
  A = 88; B = /; C = 91; D = 108; E = 94; F = 94; G = 93; H = 94; I = 94

CCCCC[C@H](O)c1ccccc1/C=C/[C@@H](O)[C@@H](O)CCCO
  A = 93; B = 95; C = 102; D = 114; E = 118; F = 108; G = 111; H = 99; I = 102

COC1=C(NCc2ccc3c(c2)OCO3)C(=O)C(OC)=C(NCc2ccc3c(c2)OCO3)C1=O
  A = 102; B = 70; C = 105; D = /; E = 104; F = 114; G = 96; H = 114; I = 94

COc1ccc(-c2nn(-c3cccc(Cl)c3)cc2-c2c(C#N)c(N)nc3c2CCCC3)cc1
  A = 48; B = 74; C = 84; D = 74; E = 77; F = 61; G = 84; H = 71; I = 83

N/C(=N\C(N)=N\c1nc2ccccc2s1)c1cscc1Br
  A = 96; B = 77; C = 102; D = 107; E = 111; F = 94; G = 101; H = 81; I = 112

O=[N+]([O-])c1ccc2[nH]cc(-c3c4ccccc4cc4[nH]c5ccc([N+](=O)[O-])cc5c34)c2c1
  A = 9.4*; B = 17; C = 28; D = 14; E = 13; F = 5.6*; G = 48; H = 20; I = 58

CCOC(=O)C1C(=O)C=C(c2cc(OC)c(OC)c(OC)c2)CC1c1sc(N(C)Cc2ccccc2)nc1Cl (centres undefined)
  A = 73; B = 80; C = 96; D = 97; E = 91; F = 94; G = 78; H = 92; I = 105

CC1(C)C2CCC(CCOC(=O)COc3cc(Cl)c(Cl)cc3Cl)C1C2 (centres undefined)
  A = 111; B = 94; C = 105; D = 132; E = 109; F = 115; G = 104; H = 105; I = 105

NS(=O)(=O)c1ccc(CCn2c(SCC(=O)N/N=C/c3cc(Cl)ccc3Cl)nc3ccccc3c2=O)cc1
  A = 31; B = 29; C = 58; D = 52; E = 36; F = 60; G = 65; H = 53; I = 81

NC(=O)c1cc(Cl)ccc1NC(=O)c1ccc(-c2ccccc2)cc1
  A = 108; B = 103; C = 110; D = 107; E = 99; F = 87; G = 96; H = 92; I = 101

Nc1nc2ncc(CNc3ccc(C(=O)N[C@@H](CCC(=O)O)c4nn[nH]n4)cc3)nc2c(=O)[nH]1
  A = 99&91; B = 93&84; C = 106&100; D = 108&105; E = 94&99; F = 103&101; G = 98&96; H = 103&96; I = 95&98

CCCCCCCCN(CCCCCCCC)CCCCCCCCCN1CCCc2ccccc21
  A = 90; B = 93; C = 99; D = 92; E = 99; F = 103; G = 105; H = 104; I = 92

Cc1ccc2nc(C)c(-c3nnc(SCc4ccccc4[N+](=O)[O-])o3)n2c1
  A = 99; B = 90; C = 99; D = 104; E = 103; F = 103; G = 91; H = 97; I = 131

Cc1cccc2nc(-c3c(F)cccc3F)n(Cc3c(F)cccc3F)c12
  A = 80; B = 84; C = 97; D = 100; E = 83; F = 88; G = 96; H = 73; I = 104

COc1ccc([N+](=O)[O-])cc1NS(=O)(=O)c1ccc(Cl)c([N+](=O)[O-])c1
  A = 102; B = 77; C = 114; D = 112; E = 113; F = 110; G = 107; H = 99; I = 104

CS(=O)(=O)Nc1ccc(OCc2nnc(-c3ccc(Cl)cc3)o2)c(F)c1
  A = 87; B = 83; C = 108; D = 110; E = 105; F = 99; G = 93; H = 88; I = 101

Oc1[nH]c(=S)sc1C=Nc1ccc(F)cc1
  A = 105; B = 97; C = 108; D = 111; E = 107; F = 105; G = 100; H = 98; I = 98

OCC1OC(n2ccc3c(NO)ncnc32)C(O)C1O (centres undefined)
  A = -33*; B = -24*; C = -3.1*; D = -91*; E = -2.0*; F = -27*; G = -1.0*; H = -38*; I = -39*

CC(C)=CCC[C@](C)(O)C1CC[C@]2(C)[C@@H]1CC[C@@H]1[C@@]3(C)CC/C(=N\OCCC#N)C(C)(C)[C@@H]3CC[C@]12C (some centres undefined)
  A = 66; B = 78; C = 79; D = 84; E = 65; F = 85; G = 92; H = 83; I = 84

c1ccc(CNc2ncnc3[nH]ncc23)cc1
  A = 96; B = 89; C = 104; D = 106; E = 98; F = 95; G = 95; H = 85; I = 114

CSc1ccccc1N
  A = 90; B = 109; C = 103; D = 118; E = 76; F = 98; G = 106; H = 111; I = 97

Cc1nc2ccccc2nc(=O)c1NNc1ccccc1
  A = 95; B = 105; C = 123; D = 156; E = 98; F = 100; G = 124; H = 90; I = 108

O=c1[nH]cnc2c1ncn2-c1ccc(N(CCO)CCO)cc1
  A = 104; B = 85; C = 108; D = 105; E = /; F = /; G = 101; H = 104; I = 106

O=C(NN1C(=O)CCC1=O)c1ccc(Nc2ncnc3c2cnn3-c2cccc(Br)c2)cc1
  A = 103; B = 78; C = 103; D = 109; E = 90; F = 107; G = 100; H = 103; I = 110

CCOC(=O)/C(C#N)=C\c1cccc2ccccc12
  A = 97; B = 108; C = 99; D = 104; E = 80; F = 101; G = 103; H = 99; I = 85

CCc1c(Cl)c(C)c(Cl)c(O)c1Cl
  A = 103; B = 109; C = 99; D = 108; E = 96; F = 95; G = 111; H = 107; I = 96

CCCCCCCCn1ccc2cc(NC(=O)CN3CCN(c4cc(C)nc(N5CCCCCC5)n4)CC3)ccc21
  A = 58; B = 108; C = 89; D = 79; E = 19; F = 82; G = 94; H = 64; I = 115

C[C@]12CC[C@H]3[C@@H](CC[C@H]4C[C@@H](O)CC[C@@]43C)[C@@H]1CC(=O)C2
  A = 99; B = 98; C = 103; D = 101; E = 97; F = 108; G = 100; H = 100; I = 101

O=C1CCc2cccc(O)c2N1
  A = 102; B = 87; C = 101; D = 112; E = 109; F = 104; G = 107; H = 107; I = 117

O=[N+]([O-])c1ccc(COP(=O)(OCc2ccc([N+](=O)[O-])cc2)OCc2ccc([N+](=O)[O-])cc2)cc1
  A = 99; B = 82; C = 88; D = 102; E = /; F = 102; G = 101; H = 96; I = 96

COc1cc(CNC(=O)C[C@H](C)CCC=C(C)C)ccc1OCc1cn(-c2ccccc2[N+](=O)[O-])nn1
  A = 49; B = 57; C = 93; D = 78; E = 23; F = 64; G = 66; H = 62; I = 106

O=c1ncc(-c2ccc(C(F)(F)F)cc2)c(NC2CCCCCC2)[nH]1
  A = 39; B = 87; C = 47; D = 46; E = 57; F = 33; G = 55; H = 103; I = 98

O=c1c2ccccc2c2ccccc2c(=O)n1Nc1ccccc1
  A = 103; B = 93; C = 109; D = 100; E = 100; F = 103; G = 84; H = 97; I = 102

CC1=CN2C(=NC3=C(CCCC/C3=C\c3ccccc3)C2c2ccccc2)S1 (centres undefined)
  A = 98; B = 82; C = 103; D = 122; E = 92; F = 100; G = /; H = 95; I = 103

O=C(CCCCCCN1CC(=O)N2[C@@H](c3ccc([N+](=O)[O-])cc3)c3[nH]c4ccccc4c3C[C@H]2C1=O)NO
  A = 79; B = 87; C = 81; D = 113; E = 99; F = 99; G = 93; H = 105; I = 98

OCCC1(O)CCCCC1
  A = 102; B = 83; C = 111; D = 105; E = 99; F = 104; G = 96; H = 106; I = 109

O=C(O)C1=C(C(=O)O)C2C=CC1C2
  A = 103; B = 95; C = 109; D = 107; E = 108; F = 113; G = 104; H = 103; I = 102

Ordered by number of heavy atoms (largest number first): some entries from above.
Short forms: A = HCT-116; B = SNB-75; C = SW-620; D = COLO 205; E = HT29; F = KM12; G = SNB-19; H = HCT-15; I = HCC-2998
CCOC(=O)/C(C#N)=C\c1cccc2ccccc12
  A = 97; B = 108; C = 99; D = 104; E = 80; F = 101; G = 103; H = 99; I = 85

CCc1c(Cl)c(C)c(Cl)c(O)c1Cl
  A = 103; B = 109; C = 99; D = 108; E = 96; F = 95; G = 111; H = 107; I = 96

OCCC1(O)CCCCC1
  A = 102; B = 83; C = 111; D = 105; E = 99; F = 104; G = 96; H = 106; I = 109

The listing picks up with the 4 entries that preceded the break.
Short forms: A = HCT-116; B = SNB-75; C = SW-620; D = COLO 205; E = HT29; F = KM12; G = SNB-19; H = HCT-15; I = HCC-2998
CC1=CN2C(=NC3=C(CCCC/C3=C\c3ccccc3)C2c2ccccc2)S1 (centres undefined)
  A = 98; B = 82; C = 103; D = 122; E = 92; F = 100; G = /; H = 95; I = 103

O=C(CCCCCCN1CC(=O)N2[C@@H](c3ccc([N+](=O)[O-])cc3)c3[nH]c4ccccc4c3C[C@H]2C1=O)NO
  A = 79; B = 87; C = 81; D = 113; E = 99; F = 99; G = 93; H = 105; I = 98

OCCC1(O)CCCCC1
  A = 102; B = 83; C = 111; D = 105; E = 99; F = 104; G = 96; H = 106; I = 109

O=C(O)C1=C(C(=O)O)C2C=CC1C2
  A = 103; B = 95; C = 109; D = 107; E = 108; F = 113; G = 104; H = 103; I = 102

O=c1oc2c(c(C(F)(F)F)nn2-c2ccccc2)c2ccccc12
  A = 109; B = 103; C = 100; D = 115; E = 111; F = 104; G = 99; H = 104; I = 111

COc1nc(OC)nc(-c2cc(-c3c(Cl)cccc3Cl)no2)n1
  A = 103; B = 106; C = 110; D = /; E = 103; F = 101; G = 103; H = 105; I = 113

O=[N+]([O-])c1ccc(Br)c(I)c1
  A = 101; B = 92; C = 103; D = 127; E = 100; F = 111; G = 105; H = 105; I = 107

COc1ccccc1/C(C)=N/NC(=O)CSc1nc2ccccc2c(=O)n1CCc1ccc(S(N)(=O)=O)cc1
  A = 99; B = 98; C = 102; D = 114; E = 107; F = 98; G = 96; H = 98; I = 104

Fc1cc(F)cc(C(c2c[nH]c3ccccc23)c2c[nH]c3ccccc23)c1
  A = 90; B = 106; C = 93; D = 98; E = 99; F = 97; G = 104; H = 79; I = /

CCCCCCCCC1OC1CCCCCCCC(=O)O (centres undefined)
  A = 101; B = 93; C = 108; D = 105; E = 118; F = 104; G = 101; H = 97; I = 107

COc1cc(NCCCCCCN)c2ncccc2c1OC
  A = 103&95; B = 87&127; C = 98&92; D = 107&100; E = 111&76; F = 109&103; G = 100&105; H = 101&97; I = 98

CC(O)c1cnc(/C=C2\SC(=S)N(Cc3ccccc3)C2=O)s1 (centres undefined)
  A = 20; B = 85; C = 40; D = 36; E = -8.1*; F = 30; G = 98; H = 84; I = 107

Cc1ccc(S(=O)(=O)c2ccc(C)c([N+](=O)[O-])c2)cc1[N+](=O)[O-]
  A = 92; B = 90; C = 108; D = 115; E = 102; F = 111; G = 102; H = 105; I = 102

O=C(Nc1ccc(NC(=O)Oc2cccc3ccccc23)c2c1C(=O)c1ccccc1C2=O)Oc1cccc2ccccc12
  A = 82; B = 70; C = 92; D = 94; E = 90; F = 83; G = 96; H = 87; I = 86

CCN1CCN(C2=NC(=O)/C(=C\c3ccccc3)S2)CC1
  A = 90; B = /; C = 102; D = 115; E = 104; F = 100; G = 97; H = 95; I = 100

Cc1ccc(-n2nnc3c(sc4ccccc43)c2=O)cc1
  A = 3.1*; B = 31; C = 59; D = 44; E = 5.4*; F = 25; G = 44; H = 89; I = 71

CCCNC(=O)Oc1ccc(/C(=C(\C)c2ccccc2)c2ccc(OCCCN(C)C)cc2)cc1
  A = 54; B = 86; C = 90; D = 53; E = 5.5*; F = 67; G = 85; H = 39; I = 65

C=C(C)[C@@H]1CC[C@]2(C(=O)N3CCN(CC)CC3)CC[C@]3(C)[C@H](CC[C@@H]4[C@@](C)(CCC(=O)N5CCN(CC)CC5)[C@H](C(=C)C)CC[C@]43C)[C@@H]12
  A = 25; B = 69; C = 50; D = 61; E = 17; F = 54; G = 85; H = 9.1*; I = 76
